# ELG1 DNA repair: ELG1-dependent DNA repair inhibition. hit rate 2.3% among 330,000. Potency, µM (doses to about 46.1 µM), for inactives: at the top dose activity change, negative = inhibition, hits mostly inhibitors. HEK293T ELG1-luciferase reporter, luminescence, 16 h; DNA damage induced by 5-fluorouridine; note: potency is the fitted concentration of half-maximal effect; % is set by controls: 0 for no effect and ±100 for the full control effect; nearly all actives have a fitted effect of over 55% in size
#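 Step one: seed 2,000 cells per well. Step two: pin-transfer compound or DMSO alongside 5-fluorouridine. Step three: incubate 16 hr, 37 °C, 5% CO2. Step four: add ONE-Glo, wait 30 min, read luminescence.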
# Chronic BCR inh: chronic active BCR signaling inhibition | hit rate 0.05% among 340,000 | Potency, µM (highest dose often 46.1 µM), inactives show at the highest dose ratio change, negative = lower green/red ratio, most hits filed as inhibitors | ABC-DLBCL IkBa-CBG/CBR reporter, luminescence ratio, 4 h; active = well fitted inhibition curve with a large enough effect in the signal ratio, with a control signal flat, not every such curve was filed as active; inconclusive = small, poorly fitted or top-dose-only effect, or effect the other way, or a change in a side signal; the % refers to the signal ratio;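 note: potency is the fitted concentration of half-maximal effect; plate controls were basal doxycycline-induced cells for no effect and cells given 10 µM MG132 for full effect; MG132 reads +100%, hits lower the ratio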
#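 TMD8 ABC-DLBCL cells carrying doxycycline-inducible green luciferase fused to IkappaBalpha plus unfused red luciferase were exposed to compounds (up to 46 uM) for 4 hrs at 37C. Activity came from the overlap-corrected green/red luminescence ratio.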
# a7 integrin act: activates integrin-mediated alleviation for muscular dystrophy | hit rate 0.064% among 350,000 | Potency, µM (doses to about 38.3 µM), without a hit: top-dose activation, usual class: activators | alpha7betagal myoblasts, beta-gal FDG fluorescence, 48 h;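 note: potency is the fitted concentration of half-maximal effect; 100% = response of the positive control SU9516; nearly all actives have a fitted effect of over 60% in size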
#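 alpha7betagal+/- myoblasts (passage 13, 250/well) treated 48 h at 37C with compounds at 1:260 dilution of DMSO stock. Lysed, then beta-galactosidase activity read as FDG fluorescence (ex 480/em 540) after 30 min, with pre-read for autofluorescence.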
# AT treatment: potential ataxia-telangiectasia treatments restoring KAP-1 phosphorylation; Potency, µM (series often up to 57.5 µM), inactives show at the highest dose activation, hits mostly activators; hit rate 0.19% among 320,000; […] A-T fibroblasts, KAP-1 phosphorylation AlphaLISA; neocarzinostatin DNA damage 30 min before lysis; note: potency is the fitted concentration of half-maximal effect; % of control where 0% means no effect; nearly all actives have a fitted effect of over 45% in size
#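 ATM-like activity read as KAP-1 phosphorylation via AlphaLISA donor/acceptor antibody pairs after lysis and 6 hr at 25C. Cells were ATM-null patient fibroblasts ([…], hTERT), dosed 60 min, then exposed to the DSB inducer NCS for 30 min.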
# TSHR antagonist: human thyrotropin receptor antagonism; TSHR-expressing cells, TSH-stimulated cAMP HTRF, 2 h; active compounds read low; hit rate 0.2% among 330,000; activity change, negative = inhibition, % at 11.5 µM; AID 504810; P16473;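 active = activity change below a set negative limit, meaning inhibition stronger than a set level, cut at about -70% in these data; inconclusive = activity change between two set negative limits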; note: % is set by controls: 0 for no effect and ±100 for the full control effect
#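 Inhibition of cAMP made by TSHR-expressing cells under TSH stimulation (4nM final, EC80; 2 h, 37 deg C) is quantified with a one-step lysis HTRF kit, anti-cAMP cryptate versus cAMP-d2.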
# ASM inhibitor: inhibitors of human secretory acid sphingomyelinase; P17405; placental ASM, HMU-PC fluorogenic substrate, 60 min; Potency, µM (titrated, usually from 57.5 µM), for the others: at the highest dose activity change, negative = inhibition, actives largely listed as inhibitors; hit rate 0.006% among 340,000; AID 504937; note: potency is the fitted concentration of half-maximal effect
# Target sequence (P17405 47-631 limits assumed): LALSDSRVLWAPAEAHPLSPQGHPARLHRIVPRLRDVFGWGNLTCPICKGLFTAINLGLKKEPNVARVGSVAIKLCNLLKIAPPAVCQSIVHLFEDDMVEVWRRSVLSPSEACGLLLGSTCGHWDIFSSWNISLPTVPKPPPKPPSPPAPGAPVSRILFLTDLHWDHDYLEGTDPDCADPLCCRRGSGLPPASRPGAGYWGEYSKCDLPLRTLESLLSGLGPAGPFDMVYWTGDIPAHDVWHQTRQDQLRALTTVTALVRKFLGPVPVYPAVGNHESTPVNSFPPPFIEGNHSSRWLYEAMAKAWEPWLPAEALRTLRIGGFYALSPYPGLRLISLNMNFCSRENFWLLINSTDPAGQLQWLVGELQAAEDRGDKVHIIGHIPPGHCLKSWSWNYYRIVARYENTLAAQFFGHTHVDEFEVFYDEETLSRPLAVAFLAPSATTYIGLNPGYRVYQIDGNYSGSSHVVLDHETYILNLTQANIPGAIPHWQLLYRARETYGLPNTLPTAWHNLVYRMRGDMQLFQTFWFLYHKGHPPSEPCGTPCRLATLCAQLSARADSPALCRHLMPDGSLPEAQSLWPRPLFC
#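 Human placenta-derived ASM enzyme was preincubated with compound for 10 minutes at room temperature, then given fluorogenic substrate HMU-PC0 (9 uM final) for 60 minutes at 37 °C; a pH 10 stop preceded fluorescence reading at Ex 386/Em 447 nm.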
# Eya2 inh: blocks the phosphatase activity of human Eya2; AID 488837; O00167; recombinant Eya2, OMFP fluorescence dephosphorylation (OMFP is methylfluorescein phosphate); Potency, µM (highest dose often 76.9 µM), for inactives: at the top dose activity, negative = inhibition, usual class: inhibitors; hit rate 0.006% among 330,000; note: potency is the fitted concentration of half-maximal effect; % is set by controls: 0 for no effect and ±100 for the full control effect
# Target sequence (O00167 whole entry, looked up): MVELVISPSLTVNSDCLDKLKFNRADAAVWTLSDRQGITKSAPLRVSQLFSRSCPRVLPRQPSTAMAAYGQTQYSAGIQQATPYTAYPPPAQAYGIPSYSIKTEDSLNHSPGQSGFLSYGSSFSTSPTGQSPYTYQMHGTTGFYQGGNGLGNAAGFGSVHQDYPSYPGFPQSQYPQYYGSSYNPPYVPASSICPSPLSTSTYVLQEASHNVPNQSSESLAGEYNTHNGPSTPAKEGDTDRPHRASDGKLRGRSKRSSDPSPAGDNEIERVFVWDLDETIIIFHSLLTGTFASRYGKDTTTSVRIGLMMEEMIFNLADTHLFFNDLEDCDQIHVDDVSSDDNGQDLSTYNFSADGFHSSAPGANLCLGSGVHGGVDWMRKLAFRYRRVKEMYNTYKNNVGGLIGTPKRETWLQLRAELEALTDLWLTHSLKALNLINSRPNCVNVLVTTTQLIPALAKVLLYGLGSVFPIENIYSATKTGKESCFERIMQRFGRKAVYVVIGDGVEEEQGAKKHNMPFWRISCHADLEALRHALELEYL
#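 Eya2 (0.2 uM) preincubated 10 min at ambient with compound, then OMFP substrate added at 50 uM; 10 min reaction in 50 mM HEPES pH 7.5, 50 mM NaCl, 5 uM MgCl2, 0.05% BSA, 1 mM DTT. Fluorescence read at Ex 485/Em 525 nm.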
# TCR activator: activates T cell receptor signaling. 330,000 tested, under 10 active. AID 504894. primary human leukocytes, anti-CD3, IL-2 HTRF, 48 h. Potency, µM (series often up to 9.22 µM), inactives show top-dose activation of IL-2 secretion, usual class: activators; note: % of control where 0% means no effect
#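 Compounds are tested in HTS on primary human leukocytes co-incubated with a-CD3 beads for 48 hr. IL-2 output is measured by time-resolved FRET.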
# Tb PFK inh: inhibitors of T. brucei phosphofructokinase | O15648 | T. brucei PFK, ADP-Glo luminescence | Potency, µM (titrated, usually from 57.5 µM), inactives show at the highest dose activity, negative = inhibition, most hits filed as inhibitors | hit rate 0.17% among 330,000;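 note: potency is the fitted concentration of half-maximal effect; 0% = uninhibited 1x PFK enzyme wells and -100% = no-enzyme wells; nearly all actives have a fitted effect of over 60% in size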
#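 1.25 nM PFK with 0.5 mM F6P and 0.1 mM ATP in 0.1 M TEA pH 8.0, 5 mM MgCl2, incubated 45 min at room temperature; ADP measured by ADP-Glo luminescence; compounds titrated up to 57 uM.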
# Mito fusion yeast: inhibitors of mitochondrial division or activators of mitochondrial fusion | S. cerevisiae fusion-defective mutant growth rescue, CellTiterGlo 48 h | Potency, µM (top dose mostly 46.1 µM), inactives show top-dose growth rescue (activation), hits mostly activators | hit rate 0.23% among 320,000 | AID 485298;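 note: potency is the fitted concentration of half-maximal effect; % of control where 0% means no effect; nearly all actives have a fitted effect of over 45% in size; temperature-sensitive fusion mutants such as fzo1-1 at 37 °C on non-fermentable ethanol glycerol medium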
#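 Compounds are tested for their ability to restore growth of mitochondrial fusion-defective yeast strains at non-permissive 37C in YPEG medium over 48 hours. Viability is quantified by luciferase luminescence.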
# TSG101-PTAP inh: blocks PTAP/TSG101 interaction to inhibit HIV-1 budding; Potency, µM (series often up to 115 µM), for the others: top-dose activity change, negative = inhibition, usual class: inhibitors; Fluorescence polarization, FITC-PTAP peptide / Tsg101 binding; 340,000 tested, under 10 active; AID 493005; Q99816; active = well fitted inhibition curve with a large enough effect in the main read-out, with a control signal flat, not every such curve was filed as active; inconclusive = small, poorly fitted or top-dose-only effect, or effect the other way, or a change in a side signal; inactive = no such curve, though single readings can be large or run the other way; note: potency is the fitted concentration of half-maximal effect; % of control where 0% means no effect
#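 Fluorescence polarization binding of Tsg101 binding domain (10 uM final) to FITC-labeled PTAP peptide (50 nM final) in HEPES pH 7.5 buffer with NaCl, Tween 20, EDTA, TCEP. Compounds added before peptide; binding 20 min at RT.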
# Numbers without * were called inactive; ? = inconclusive; . = no result given; [ ] = remark or other dose. Unless noted, calls come from the whole dose curve; as a rule, active = well fitted curve in the direction sought with a large enough effect; inconclusive = small, poorly fitted or top-dose-only effect, or another doubt; inactive = no such curve, though single readings can be large; an effect the other way counts as inactive or inconclusive.
SMILES,ELG1 DNA repair,Chronic BCR inh,a7 integrin act,AT treatment,TSHR antagonist,ASM inhibitor,Eya2 inh,TCR activator,Tb PFK inh,Mito fusion yeast,TSG101-PTAP inh
CN=C(Nc1ccc(Cl)cc1)c1cccc(C(F)(F)F)c1,6.6%,-3.3%,-6.1%,-3.3%,-4.9,-4.7%,-20.4%,-4.5%,-3.6%,-6.0%,-1.5%
Cc1ccc(C)n1NC(=O)c1ccc([N+](=O)[O-])cc1,8.6%,-0.8%,12.7%,-7.8%,-1.4,4.1%,12.3%,-14.9%,2.1%,5.5%,-2.6%
CC(C)(C)NC(=O)C(c1ccccc1F)N(Cc1ccco1)C(=O)c1csnn1 (stereo not drawn),16.6%,-0.4%,25.5%,-1.2%,-10.7,4.4%,4.7%,2.4%,1.8%,2.1%,-6.3%
CCOC(=O)C1(CCOc2ccccc2)CCN(Cc2ccc(COC)o2)CC1,?,-11.8%,-12.8%,7.5%,-1.8,4.8%,3.3%,0.5%,-2.1%,-2.5%,-1.5%
CC(=O)Nc1ccc(Nc2ncc([N+](=O)[O-])c(Nc3ccc(NC(C)=O)cc3)n2)cc1,-3.5%,3.9%,-16.9%,2.9%,5.4,-10.6%,-5.7%,-21.0%,-1.1%,1.7%,3.4%
CC(=O)Nc1ccc(S(=O)(=O)N2CCN(C(=O)c3ncoc3-c3cccc(F)c3)CC2)cc1,?,-6.3%,1.9%,-5.8%,-9.2,9.6%,-6.3%,-1.1%,1.0%,-7.5%,-1.0%
COc1ccc(C(=O)Nc2ccc(NC(=O)C(C)C)nc2)cc1,0.0%,6.1%,0.5%,3.5%,1.0,4.8%,?,7.2%,-4.1%,-0.1%,0.3%
COCc1ccc(CN2CCCC(CO)(Cc3cccc(OC)c3)C2)o1 (stereo not drawn),2.3%,-10.1%,24.0%,7.6%,-9.2,-3.1%,16.3%,3.9%,2.2%,0.6%,-2.2%
COc1ccc(C(C(=O)NC2CCCC2)N(Cc2cccnc2)C(=O)Cc2cccs2)c(OC)c1 (stereo not drawn),3.3%,-8.5%,44.7%,0.4%,-11.5,5.7%,-23.0%,-21.7%,-0.1%,1.0%,-1.8%
Cc1ccc(C)c(-n2c(SCC(=O)N3CCCC3)nnc2-c2ccccn2)c1,-0.6%,-1.4%,12.2%,1.7%,-12.7,-0.7%,-7.6%,2.0%,0.2%,1.1%,-1.1%
CCN(CC)C(=S)Nc1ccc(OC)cc1,-1.2%,-0.3%,-7.3%,-1.0%,3.9,0.7%,2.8%,-1.4%[46.1 µM],-0.5%,-1.6%,0.5%
O=c1c2cc3c(cc2[nH]c(=S)n1CCN1CCOCC1)OCO3,-3.1%,-3.8%,13.6%,-2.2%,8.2,0.1%,11.1%,2.1%,2.0%,-3.2%,-5.2%
CCN(CC)C(=O)Cn1c(=O)n(-c2ccccc2)c(=O)n1CC(=O)N(CC)CC,6.9%,0.3%,1.2%,-3.1%,3.3,3.0%,26.6%,-4.5%,-1.5%,0.6%,1.8%
COc1ccc(OC)c(-c2cc(C(=O)NC3CCCC3)c3ccccc3n2)c1,-1.8%,?,13.1%,-2.0%,-6.7,0.3%,10.7%,-2.5%,-0.3%,2.4%,0.1%
CCN(CC)C(=O)N1CCN(S(=O)(=O)c2ccccc2)CC1,2.7%,4.7%,0.0%,6.9%,-11.2,-3.3%,8.0%,-1.0%,-0.1%,1.7%,-2.7%
O=C(c1ccc(-n2cncn2)c([N+](=O)[O-])c1)N1CCN(c2cccc(Cl)c2)CC1,?,0.1%,-27.8%,9.8%,1.5,-2.2%,-6.2%,7.5%,-0.8%,4.5%,.
Cc1cc(C)c2c(CN3CCCCC3C)cc(=O)oc2c1 (stereo not drawn),5.4%,?,-28.6%,7.1%,-7.4,-4.2%,-6.7%,3.6%,-15.8%,-7.0%,-7.8%
O=C1/C(=C/c2cccc(F)c2)CSc2sccc21,1.0%,3.7%,-10.1%,10.2%,-2.0,1.7%,-3.0%,9.0%,5.8%,-2.6%,-1.1%
O=C(Nc1nc2ccccc2s1)c1cc2c(s1)-c1ccccc1OC2,?,?,17.2%,9.4%,-7.7,.,1.8%,-2.5%,2.4%,0.8%,-1.3%
O=C(CCc1ccccc1Cl)N1CCN(S(=O)(=O)c2ccccc2)CC1,-2.0%,2.6%,-1.3%,-4.9%,-9.2,0.2%,-19.8%,.,-0.8%,0.7%,-4.1%
COc1ccc(O)c(C(=O)CC(=O)c2ccccc2C)c1,?,?,-21.1%,3.8%,-5.1,-12.6%,-0.7%,-0.8%,8.3%,?,-4.3%
COc1cccc(NC(=O)C2CCCN2S(=O)(=O)c2ccc3c(c2)C(C)(C)C(=O)N3C)c1 (stereo not drawn),2.7%,1.7%,-19.1%,-8.0%,15.2,-5.2%,-0.4%,-2.3%,-1.0%,3.4%,-2.5%
Cc1cc(C)c(C)c(S(=O)(=O)Nc2ccc(O)cc2)c1C,?,0.4%,-23.7%,1.4%,-9.8,-2.8%,6.7%,-0.6%,-17.8%,7.5%,-4.6%
C#CCn1c(=NC(=O)c2ccc(Br)s2)sc2cccc(OC)c21,?,?,-9.7%,-0.8%,-23.1,94.9%[activator],7.1%,4.7%,6.6%,4.3%,-1.1%
O=C1CCC(C(=O)Nc2cccc(Br)c2)N1 (stereo not drawn),-2.7%,3.6%,-11.2%,-1.6%,-3.2,2.1%,-16.3%,4.4%,-8.3%,0.5%,0.3%

# More records follow:
SMILES,ELG1 DNA repair,Chronic BCR inh,a7 integrin act,AT treatment,TSHR antagonist,ASM inhibitor,Eya2 inh,TCR activator,Tb PFK inh,Mito fusion yeast,TSG101-PTAP inh
COc1ccc(-c2cc(C(=O)Nc3c(C)n(C)n(-c4ccccc4)c3=O)c3ccccc3n2)c(OC)c1,10.3µM*,-24.5%,?,-14.7%,-16.4,19.4%,2.6%,0.7%,1.1%,-1.0%,5.5%
O=C(c1ccccc1)N(Cc1nc2ccccc2c(=O)[nH]1)C1CCCCC1,1.8%,?,12.5%,1.6%,3.0,-1.4%,1.1%,4.1%,-3.1%,16.2%,-4.5%
O=C(c1ccc(Cl)c(Cl)c1)N1CCC(=O)N(C(COCc2cccc(Cl)c2)Cc2ccccc2)CC1 (stereo not drawn),?,?,-37.8%,-0.9%,-7.1,-3.1%,-3.0%,-5.6%,-6.6%,35.5µM*,-4.1%
Cc1ccccc1C(=O)NC1CCN(Cc2nnnn2Cc2ccc(F)cc2)CC1,1.9%,-4.4%,-18.9%,-4.4%,32.8,4.6%,-5.7%,-4.3%,0.7%,-2.6%,-3.4%
CSc1ccc(CCNC(=O)C2CCCN(S(=O)(=O)N3CCOCC3)C2)cc1 (stereo not drawn),9.6%,10.7%,3.9%,0.8%,10.5,-0.4%,-3.2%,-9.2%,-8.9%,0.8%,0.4%
CC(NC(=O)C(=O)NN=C1CCCCCCC1)c1ccccc1 (stereo not drawn),?,-9.0%,13.4%,-7.6%,2.7,-0.4%,-1.6%,-3.6%,-0.7%,-3.4%,-2.5%
CCOC(=O)c1c(C)[nH]c(C(=O)OCc2ccccc2F)c1C,?,5.1%,0.0%,.,-2.8,-0.1%,-1.4%,-4.4%,2.2%,30.6%,-1.8%
Cc1nc(C(=O)O)cc2c1[nH]c1ccccc12,3.1%,2.8%,30.4%,-9.5%,7.0,8.4%,-24.5%,1.4%,-3.8%,0.7%,1.1%
COc1ccc(-c2csc(-c3[nH]cnc3N)n2)cc1,24.9%,-2.9%,6.0%,3.6%,0.5,3.2%,3.2%,4.7%,1.8%,6.9%,0.0%
O=C(COC(=O)c1ccccc1NCc1ccco1)Nc1ccc2c(c1)OCO2,?,?,-24.0%,7.7%,-2.4,341.5%,-11.8%,6.5%,-4.1%,-4.4%,-3.5%
CCc1cc(C(=O)N2CCN(C(=O)c3ccco3)CC2)sc1C,6.3%,-0.9%,25.2%,9.8%,-3.5,.,-20.0%,-0.7%,-1.4%,6.1%,-3.9%

# Screening results as filed in PubChem.
